# Assay outcomes from PubChem.
# sdo1 growth = restores growth of sdo1-depleted yeast | S. cerevisiae sdo1-depleted JHY4D growth rescue, OD600 30 h; stronger effect = higher value; pdr5 snq2 efflux-pump mutant strain | z-score at 10 µM | actives 0.21% (n = 140,000) | AID 817;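 active = z-score above 3 at both the 24 hr and the 30 hr optical density reads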;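 also: z-score against mean and SD of all compound wells on the same plate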
# INS promoter inh = TRM-6 insulin promoter activity inhibition. inhibition, % at 2 µM. actives 0.9% (n = 130,000). TRM-6 cells (human fetal islet line), insulin promoter-eGFP reporter, imaging; reporter expression induced with tamoxifen. AID 1273;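 active = inhibition above the mean plus 3 SD, with well images judged a real hit on visual review, cut at about 60% in these data, passing the limit was not always enough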
# sdo1 growth Rescue 24 h = recorded beside sdo1 growth, whose call it bears; z-score; S. cerevisiae sdo1-depleted JHY4D growth rescue, OD600; measured here: growth rescue at 24 h;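 0 is the plate mean of compound wells and units are plate SD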
# * = called active by the depositor; x = not tested or not shown. Outcome played no part in choosing rows; about 0.94% have a hit in one of these screens.
sdo1 growth | sdo1 growth Rescue 24 h | INS promoter inh | mol
0.83 | 0.88 | 0.0 | Oc1c(CN2CCCCC2)cc(COCc2ccccc2)c2cccnc12
-1.12 | -0.66 | x | NS(=O)(=O)c1cccc(NC(=O)COC(=O)c2cc(-c3ccc(Cl)cc3)nc3ccccc23)c1
0.32 | 0.08 | 24.2 | Cc1ccccc1OCC(=O)Nc1ccccc1N1CCCCC1
x | x | -34.8 | COc1ccc(F)cc1C(=O)C1CCCN(Cc2ccc(Sc3nncn3C)o2)C1 (stereo not given)
0.1 | -0.43 | 30.0 | Cc1ccnc(SCc2cc(=O)c(OC(=O)c3ccco3)co2)n1
x | x | 20.0 | N#Cc1c(Cl)nsc1NC(=O)c1ccccc1
x | x | -70.0 | COc1ccc(N(CCCN2C(=O)c3cccc4cccc(c34)C2=O)C(=O)c2ccncc2)cc1
-0.38 | 0.8 | x | CC(=O)c1c(CC(=O)O)[nH]n(-c2nc3ccccc3s2)c1=O
0.77 | 1.01 | -33.3 | CCOc1cc(S(=O)(=O)NCCc2ccc(OC)c(OC)c2)c(OCC)cc1-n1cnnn1
0.93 | 0.25 | -2.9 | O=C(O)CCC(=O)NNC(=O)c1ccc(Br)cc1
-1.18 | -1.29 | 54.5 | O=S(=O)(c1ccc(Cl)c(F)c1)N1CCC(c2nc(-c3ccncc3)no2)CC1
-2.06 | -2.18 | -60.5 | Clc1ccc(C(c2nnnn2CCc2ccccc2)N2CCSCC2)cc1 (stereo not given)
x | x | -75.0 | CCOc1cc(/C=C2/NC(=O)N(CC(=O)OC)C2=O)ccc1O
-0.19 | -0.41 | -12.5 | O=C1C2C(C(=O)N1/N=C/c1cc(Br)cc([N+](=O)[O-])c1O)C1C=CC2C12CC2 (stereo not given)
-1.46 | -1.26 | 37.5 | NC(=O)c1ccccc1NC(=O)/C=C/c1ccc(Cl)cc1
0.54 | 0.78 | -18.9 | N=C1SC(c2ccccc2)C(=O)N1c1ncc(Cc2ccccc2)s1 (stereo not given)
-0.29 | -0.36 | 4.6 | O=C(/C=C/c1cccc([N+](=O)[O-])c1)Nc1cccc(NC(=O)c2cccs2)c1
0.27 | -0.74 | x | NC(=O)CNC(=O)[C@@H]1CC2(CC(c3cccc([N+](=O)[O-])c3)=NO2)CN1C(=O)c1ccccc1 (stereo not given in full)
0.36 | 0.66 | x | Cc1cc2ncn(C(=O)N3CCCCC3)c2cc1C
1.13 | 1.3 | -3.2 | Cc1cccc(C)c1NS(=O)(=O)c1c(C)[nH]c(=O)[nH]c1=O
x | x | -64.3 | Cc1cc(C)n(C(=O)c2cc(F)c(F)cc2C)n1
0.82 | 1.35 | 30.0 | CC(=O)Nc1ccc(S(=O)(=O)NCCc2cc3c(C)ccc(C)c3[nH]c2=O)cc1
1.71 | 1.05 | -5.4 | CCCCn1c(=O)n(CC(=O)Nc2ccc(OC)c(Cl)c2)c(=O)c2c1nc(CO)n2CCC
x | x | -28.6 | CN(C)c1ccc(CNc2nc(-c3ccccc3)nn2S(C)(=O)=O)cc1
x | x | -16.7 | CCN1CCN(Cc2c(O)ccc3c2O/C(=C\c2ccccc2)C3=O)CC1
0.66 | 0.73 | 30.8 | O=C(O)CCSc1nnc(CNc2ccc(Cl)cc2)n1Cc1ccccc1
-0.19 | -0.89 | x | COc1ccc2c(C)cc(SCC(=O)NCCN3C(=O)CSC3=O)nc2c1
0.41 | -0.06 | 18.9 | Cc1ccc(C(CC(N)=O)c2ccco2)cc1 (stereo not given)
-1.38 | -0.11 | 8.1 | Nc1nc2sc3c(c2c(=O)s1)CCCC3
-1.08 | -1.12 | x | CCN(CC)c1ccc(/C=N/OCC(=O)Nc2cccc(C)c2)cc1
-1.41 | -0.24 | 56.8 | CCC(Sc1nnc2c3ccccc3n(CC)c2n1)C(=O)Nc1sc2c(c1C#N)CCCC2 (stereo not given)
0.66 | 0.2 | -15.8 | COc1ccc(-n2nnnc2S(=O)(=O)Cc2ccc(C(=O)O)cc2)cc1
x | x | 8.3 | CS(=O)(=O)N1N=C(c2cccs2)CC1c1ccco1 (stereo not given)
1.26 | -0.13 | 38.5 | O=C(Cn1cc([N+](=O)[O-])cn1)N1N=C(C(F)F)CC1(O)C(F)F (stereo not given)
0.55 | -0.15 | 13.9 | COc1ccc(NCc2n[nH]c(=O)c3ccccc23)cc1
-0.88 | -0.43 | -275.0 | CCOC(=O)Cc1csc(NC(=O)c2c(-c3c(F)cccc3Cl)noc2C)n1
1.24 | 1.55 | 34.5 | O=C1C2CC=CCC2C(=O)N1c1n[nH]c(-c2ccccc2)n1 (stereo not given)
0.22 | -0.04 | 28.6 | Cc1nnc(SCc2ccccc2)n1CC1CCCO1 (stereo not given)
x | x | 50.0 | CCOC(=O)c1sc(NC(=O)CC)c(C#N)c1C
0.87 | -0.32 | x | O=C(CN1CCCCC1)Nc1ccccc1
0.99 | 0.74 | 43.8 | Cc1c(C2(O)C(=O)Nc3ccc(F)cc32)c(=O)n(-c2ccccc2)n1C (stereo not given)
-0.05 | -0.78 | -20.0 | CCc1nc(SCc2ccc([N+](=O)[O-])cc2)n[nH]1
x | x | -11.1 | CC(C)CNC(=O)COC(=O)c1ccccc1SCC(=O)NCC(C)C
-0.22 | 0.05 | 0.0 | COc1ccccc1NS(=O)(=O)c1cccc(NC(=O)Nc2ccccc2)c1
0.16 | 0.08 | -42.9 | CCC(C)NC(=O)c1ccccc1NC(=O)Nc1ccccc1 (stereo not given)
-0.48 | -0.84 | 23.3 | CCOc1ccccc1NC(=S)Nc1ccccc1F
-1.07 | -0.19 | -28.6 | CC1(C)C2CCC1(C)C1(C2)NC(=O)c2ccccc2O1 (stereo not given)
x | x | 16.7 | O=C(CSc1ncccn1)NCc1cccc(Cl)c1
1.17 | 0.56 | x | CCOC(=O)C1CCCN(CC(=O)NC2CC2)C1 (stereo not given)
0.33 | -0.28 | x | NS(=O)(=O)c1ccc(CCNC(=O)Nc2ccc(Cl)cc2)cc1
-0.57 | -1.44 | -23.1 | COc1cc(Nc2ccc(C)cc2)c([N+](=O)[O-])nc1[N+](=O)[O-]
x | x | 50.0 | CN(C)c1ccc(NC(=O)c2ccc(Cn3cc([N+](=O)[O-])cn3)cc2)cc1
0.73 | 1.29 | 29.7 | CCCCN(CCCC)S(=O)(=O)c1ccc(NC(=O)c2ccc([N+](=O)[O-])cc2Cl)cc1
x | x | -109.1 | Cn1nc(-c2ccccc2)c(CO)c1Oc1ccc(F)cc1
0.37 | 2.21 | 33.3 | CC(C)c1ccc(CNCc2ccccc2)cc1
0.97 | 0.97 | 83.3* | CCCn1nnnc1SCC(=O)N1CCOCC1

# The list continues:
sdo1 growth | sdo1 growth Rescue 24 h | INS promoter inh | mol
0.55 | -0.27 | 28.6 | O=C(COC(=O)c1ccco1)NC1CCCCC1
-2.27 | -0.51 | 9.4 | N/C(=N\OC(=O)Nc1ccc(Cl)c(Cl)c1)c1ncc(C(F)(F)F)cc1Cl
0.59 | -0.13 | -168.8 | O=C(Cn1cc(C(=O)C2CC2)c2ccccc21)NCC1CCCO1 (stereo not given)
0.19 | 0.58 | 7.1 | Cc1ccc(-n2c(-c3cccc(C)c3)n[nH]c2=S)cc1
x | x | 33.3 | CCOC(=O)N1CCN(C(=O)CSc2ccc3nnc(CCNC(=O)c4ccc(OC)cc4)n3n2)CC1
0 | -0.57 | -16.3 | O=C(CCOc1ccccc1)N1CCN(S(=O)(=O)c2cccs2)CC1
-0.68 | -0.14 | x | C=CCn1cc(/C=N/NC(=O)COc2cccc3cccnc23)c2ccccc21
-0.19 | 0.65 | -43.3 | COc1ccc2cc(/C=N/NC(=O)CN(c3ccccc3C)S(=O)(=O)c3ccccc3)c(Cl)nc2c1
0.94 | -0.06 | x | COCCNC(=S)N1CCOCC1
1.48 | 1.35 | x | CCc1ccc(C2N3CC4([N+](=O)[O-])CN2CC([N+](=O)[O-])(C3)C4(C)C)cc1 (stereo not given)
-0.19 | -0.21 | 14.3 | Cc1nnc(-c2cnn(-c3ccccc3)c2N)n1Cc1cccc(C(F)(F)F)c1
1.37 | 2.01 | 43.8 | C=CCOc1ccc(Oc2cc(C)nc(SC)n2)nn1
-1.44 | -1.41 | 7.7 | COc1ccc(-c2cc(-c3cccs3)nc3sc(C#N)c(N)c23)cc1
x | x | 16.7 | CCN1CCc2c(OCC(=O)N3CCC(C)CC3)cccc2C1=O
-0.06 | -0.13 | -78.6 | CCOC(CNC(=O)CCc1c(C)nc2nc(C)nn2c1C)OCC
0.66 | 0.8 | x | COCCn1c(SCC(=O)c2c(-c3ccccc3)n(C)c3ccccc23)nnc1-c1ccncc1
1.82 | 0.84 | -61.5 | COCCCN1C(=O)c2[nH]nc(-c3cc(C)cc(C)c3O)c2C1c1ccc(O)c(OC)c1 (stereo not given)
5.39* | 6.02* | -14.3 | CC12CCC(c3c1nc1ccccc1[n+]3[O-])C2(C)C (stereo not given)
-1.89 | -0.84 | 47.6 | c1ccc(C(c2nnnn2C2CCCC2)N2CCN(c3ccccc3)CC2)cc1 (stereo not given)
x | x | 7.1 | O=[N+]([O-])/C(N=Nc1ccccc1)=N\Nc1ccccc1
x | x | 2.6 | CCN(CC)C(=O)CCCC(=O)N(CC)CC
0.16 | -0.9 | x | CCSc1ncnc2c1oc1ccccc12
0.58 | 0.03 | -60.0 | Cc1c(C(=O)NCC2CCCO2)oc2ccc(S(=O)(=O)N3CCCCC3)cc12 (stereo not given)
0.47 | 0.04 | 66.7 | CC(C)CC(=O)NC1(C(F)(F)F)C(=O)Nc2c1c(=O)n(C)c(=O)n2C (stereo not given)
-0.79 | -1.4 | 12.9 | Cc1nc(C)c(C(=O)C2=C(O)C(=O)N(CCN(C)C)C2c2cccs2)s1 (stereo not given)
0.97 | 1.05 | 30.4 | CCOc1cc(S(=O)(=O)N(CC)CC)ccc1F
-0.35 | -0.3 | x | NC(=O)c1ccccc1N/C=C/C(=O)c1cccs1
0.9 | 1.24 | -20.8 | CCCc1nc(SCC(=O)N2CCc3ccccc32)c2c(C)c(C)sc2n1
x | x | 7.1 | Cc1ccc(C(=O)Cn2c(-c3ccccc3)noc2=O)cc1
0.65 | 0.15 | x | O=C1C(C=NCC2CCCO2)=C(O)c2ccccc21 (stereo not given)
-1.03 | -1.2 | x | CC(=O)c1cc2c(cc1NC(=O)CSc1nc3ccc(C)cc3[nH]1)OCO2
0.36 | 0.83 | x | COc1ccc(C(c2nnnn2CCc2ccccc2)N2CCN(C3CCCC3)CC2)cc1OC (stereo not given)

# The final 3 entries of the part before open the next one.
sdo1 growth | sdo1 growth Rescue 24 h | INS promoter inh | mol
0.65 | 0.15 | x | O=C1C(C=NCC2CCCO2)=C(O)c2ccccc21 (stereo not given)
-1.03 | -1.2 | x | CC(=O)c1cc2c(cc1NC(=O)CSc1nc3ccc(C)cc3[nH]1)OCO2
0.36 | 0.83 | x | COc1ccc(C(c2nnnn2CCc2ccccc2)N2CCN(C3CCCC3)CC2)cc1OC (stereo not given)
1.23 | 2.01 | x | Cn1c(C(=O)NCCN2CCCCCC2)cc2c(=O)n(C)c3ccccc3c21
x | x | -33.3 | COc1ccc(/C=N/n2cnnc2)cc1Cn1nc(C)c([N+](=O)[O-])c1C
0.58 | 0.4 | -48.0 | Cc1nc2ccccc2c(=O)n1NC(=O)C1CCCCC1
-0.8 | -1.36 | -3.5 | COCc1cc(=O)[nH]c(Nc2nc(C)c3ccccc3n2)n1
-2.42 | -1.24 | 38.5 | N#CC(C(=O)OCc1ccccc1)c1nc2ccccc2nc1N1CCOCC1 (stereo not given)
-0.69 | -0.71 | -236.4 | CCC(=O)N(Cc1cc2cc(OC)ccc2[nH]c1=O)c1ccc(C)cc1C
-2.05 | -1.41 | 0.0 | COc1ccc(C(=O)N(Cc2ccccc2)Cc2cc3cc4c(cc3[nH]c2=O)OCCO4)cc1
-2.39 | -1.67 | -19.1 | C/C=C(/C(=C/C)c1ccc(O)cc1)c1ccc(O)cc1

# Sorted by value in INS promoter inh (largest number first): 4 of the compounds above.
SMILES,sdo1 growth,sdo1 growth Rescue 24 h,INS promoter inh
O=C(O)CCSc1nnc(CNc2ccc(Cl)cc2)n1Cc1ccccc1,0.66,0.73,30.8
CC(C)CNC(=O)COC(=O)c1ccccc1SCC(=O)NCC(C)C,x,x,-11.1
CC12CCC(c3c1nc1ccccc1[n+]3[O-])C2(C)C (stereo not given),5.39*,6.02*,-14.3
CCOC(CNC(=O)CCc1c(C)nc2nc(C)nn2c1C)OCC,-0.06,-0.13,-78.6

# Further entries.
sdo1 growth | sdo1 growth Rescue 24 h | INS promoter inh | mol
0.35 | -0.03 | 25.0 | COc1cc2ccccc2cc1C(=O)O
0.16 | -0.83 | -16.0 | CCSc1nnc(NC(=O)CSc2nnc(CNC(=O)c3ccccc3F)o2)s1
0.14 | 0.12 | x | CCCS(=O)(=O)N1CCCC(c2nc(-c3cccc(OC)c3)no2)C1 (stereo not given)
-0.14 | -0.8 | 37.8 | CC(/C=C1\N=C(SCc2ccccc2Cl)SC1=O)=C\c1ccccc1
2.08 | 2.57 | -8.1 | COCc1cc(C)nc(OCC(=O)N/N=C\c2cc(C)n(-c3cccc(C(F)(F)F)c3)c2C)c1C#N
-1.33 | -0.49 | -80.0 | O=C(N/N=C/c1ccc([N+](=O)[O-])o1)c1cn(-c2ccccc2)nc1-c1ccccc1
-0.14 | -0.08 | 34.4 | COc1ccc(NC(=O)Nc2ccc3nc(C)c(C)nc3c2)cc1
0.48 | -0.27 | x | O=C(O)C1CC(=O)N(Cc2ccc3c(c2)OCO3)C1 (stereo not given)
0.92 | 0.24 | 52.8 | CC(C)CCNC(=O)C1CCN(C(=O)N(C)C)CC1
0.08 | 0.48 | -27.6 | C/C(=N\NS(=O)(=O)c1ccccc1)c1ccc2c(c1)OCCO2
0.62 | 0.69 | 18.2 | Cc1cccc(C(=O)NCCNC(=O)c2cccc(C)c2)c1
0.52 | 1.37 | -315.0 | Cc1ccc(S(=O)(=O)NC(C)C(=O)NC2CCCCCC2)cc1 (stereo not given)
